Screens: PubChem, Southern Research Specialized Biocontainment Screening Center
inhibitors of VEEV – inhibitors of VEEV TC-83 cytopathic effect, confirmation, Vero cells (AID 588727) | 350,000 compounds, 0.13% hits | Vero cells, VEEV TC-83 cytopathic effect inhibition; higher % means a stronger effect | one-dose inhibition, % at 20 µM; IC50 in µM for titrated hits; in the data active means a potency from the dose series; inconclusive means inhibition mostly from about 14% at the one dose, without a potency; inactive means the rest, 99 in 100 with inhibition below about 12%; further: strong numbers were not always called active
An asterisk follows results filed as active; i = inactive; u = inconclusive. This is a subset, so the mix of outcomes need not match the whole.

| no. | SMILES | inhibitors of VEEV |
| --- | --- | --- |
| 1 | COc1ccncc1-c1ccccc1C1=CC(=O)CC(C)(C)C1=O | 0.1% |
| 2 | COC(=O)C1=C(c2ccc(OCc3ccccc3)cc2)C[C@@H]2CC[C@H]1N2C(=O)NCCCCc1ccccc1 | 0.2% |
| 3 | CCN(CC)C(=O)C1=C(C)N(Cc2ccc(C(C)(C)C)cc2)C(=O)C(CC(=O)NCC2CCCCC2)C1 (stereo not drawn) | 2.3% |
| 4 | CCN(CC(=O)Nc1c(F)cccc1F)C(=O)CSCc1ccc(C)cc1 | i |
| 5 | CCCN1CCN(C(=O)c2ccc(S(=O)(=O)N(C)c3ccccc3OC)cc2)CC1 | i |
| 6 | CCC1NC(=O)c2cccnc2-n2c1nc1ccc(C)cc1c2=O (stereo not drawn) | 1.6% |
| 7 | Cc1ccccc1Oc1ccc2c(c1)[C@@H]1C[C@H](N(C)C(=O)c3ccco3)[C@H]([C@H](C)O)C(=O)N1CC2 | 52% |
| 8 | C[C@H]1CN([C@@H](C)CO)C(=O)CCCn2cc(nn2)CO[C@@H]1CN(C)S(=O)(=O)c1ccc(Oc2ccccc2)nc1 | 2.7% |
| 9 | Cc1cccc(S(=O)(=O)N(C)C[C@H]2OCc3cnnn3CCCC(=O)N([C@H](C)CO)C[C@@H]2C)c1 | i |
| 10 | c1cc(C2OCCO2)cs1 | 0.5% |
| 11 | CC1=C(C(=O)N2CCOCC2)CC(CC(=O)NC(c2ccccc2)c2ccccc2)C(=O)N1CCCN1CCCC1=O (stereo not drawn) | 3.1% |
| 12 | COc1ccc2[nH]c3c(c2c1)CNCC3 | 5.8% |
| 13 | CCc1cccc(C)c1NC(=O)COC(=O)Cc1ccccc1 | 0.8% |
| 14 | COc1ccc(S(=O)(=O)N(C)C[C@@H]2Oc3cc(Br)ccc3S(=O)(=O)N([C@H](C)CO)C[C@@H]2C)cc1 | 6.3% |
| 15 | CC1(c2cccc(N)c2)OCCO1 | 1.3% |
| 16 | Cc1ccccc1-c1n[nH]nc1C1=CC(=O)C[C@H](c2ccc(F)cc2)C1 | 5.4% |
| 17 | N#Cc1cc2cc3c(cc2nc1Cl)OCCO3 | 0.3% |
| 18 | CCCN(C(=O)CSCc1ccc(C)cc1)c1c(N)n(Cc2ccccc2)c(=O)[nH]c1=O | 2.9% |
| 19 | OC(Cc1cccc(C=NN2CCOCC2)n1)(C(F)(F)F)C(F)(F)F | i |
| 20 | O=C(O)CC1NC(=S)N(Cc2ccccc2)C1=O (stereo not drawn) | 2.1% |
| 21 | C[C@@H]1CCCCO[C@H](CN(C)Cc2ccc(C(F)(F)F)cc2)[C@@H](C)CN([C@H](C)CO)C(=O)c2cc(NS(=O)(=O)c3cn(C)cn3)ccc2O1 | 0.4% |
| 22 | C[C@@H]1CN([C@H](C)CO)S(=O)(=O)c2ccc(Br)cc2O[C@@H]1CN(C)Cc1ccc(-c2ccccc2)cc1 | 3.0% |
| 23 | COCC(=O)N(C)C[C@H]1Oc2ncc(Br)cc2C(=O)N([C@@H](C)CO)C[C@H]1C | 0.6% |
| 24 | CCOc1ccc(S(=O)(=O)N2CCCCC2)cc1NC(=O)Cc1ccc(OC)cc1 | 2.6% |
| 25 | C#CCN(C[C@@H]1[C@@H](OC(=O)NCc2ccccc2)[C@@H](OC(=O)NCc2ccccc2)CN(C(=O)OC(C)C)N1C(=O)OC(C)C)S(=O)(=O)c1ccc(C)cc1 | 4.0% |
| 26 | N#CCN(C(=O)CSc1nnc(C2CC2)n1C1CC1)c1ccccc1 | i |
| 27 | CCC/C=C/c1ccc(CN2C(CC(C)C)C(=O)N(Cc3cn(CCOCOC)nn3)CCS2(=O)=O)cc1 (stereo not drawn) | i |
| 28 | CC(C)(C)c1ccc(C(=O)C2CC2)cc1 | i |
| 29 | O=C(c1cccnc1)N1CCC2CC1c1c(Cl)cccc12 (stereo not drawn) | i |
| 30 | CCC1NC(=O)c2cc3ccccc3cc2-n2c1nc1cc(C)cc(C)c1c2=O (stereo not drawn) | 1.2% |
| 31 | CN(C)S(=O)(=O)n1cc(/C=C(\NC(=O)c2ccccc2)C(=O)N2CCCCC2)c2ccccc21 | 0.5% |
| 32 | O=c1[nH]c2cccc(Cl)c2c2ccccc12 | 2.9% |
| 33 | COc1ccc(S(=O)(=O)NC(C)c2ccc3c(c2)OCCO3)cc1 (stereo not drawn) | 0.3% |
| 34 | N#Cc1cccc(N2[C@@H](Cc3cc4ccccc4n3Cc3ccccc3)COC[C@H]2Cc2ccc3ccccc3c2)c1 | i |
| 35 | CCOC(=O)C1=C(C)OC(=Cc2ccc(OC)cc2)C1=O | i |
| 36 | Cc1ccn2c(C(C)O)nnc2c1 (stereo not drawn) | 5.6% |
| 37 | CCCCN1C(=O)C(CC(=O)NCc2ccco2)CC(C(=O)N2CCOCC2)=C1C (stereo not drawn) | 0.4% |
| 38 | COc1cc(-c2nnc(COC(=O)c3ccc([N+](=O)[O-])o3)o2)cc(OC)c1OC | 1.2% |
| 39 | COC(=O)[C@H]1C[C@@]2(O)CN(S(=O)(=O)c3ccc(C)cc3)C[C@@]2(OC(=O)NCc2ccccc2F)C[C@H]1C(=O)OC | 7.4% |
| 40 | Cn1c2nc3ccccc3c-2nc2ccccc21 | 4.2% |
| 41 | CCN(CC)C(=O)C1=C(C)N(CCCN2CCCC2=O)C(=O)C(CC(=O)NCC2CCCCC2)C1 (stereo not drawn) | 1.6% |
| 42 | CCCCCCn1c(=O)n2n(c1=O)C[C@]1(OC(=O)NC3CC3)CN(S(=O)(=O)c3ccc(C)cc3)C[C@]1(O)C2 | 0.3% |
| 43 | O=C(NCCOc1ccccc1)N1[C@H]2CC[C@@H]1C=C(c1ccc(F)cc1OCc1ccccc1)C2 | 5.3% |
| 44 | COc1ccc(-c2ccc3[nH]c4c(c3c2)CCN2C[C@@H]([C@H](C)OC(=O)Nc3cc(Cl)cc(Cl)c3)[C@@H](N(C)C(=O)Nc3cc(Cl)cc(Cl)c3)C[C@@H]42)cc1 | 6.5% |
| 45 | CN(C)c1ccc(C=C2C=C(c3ccccc3)OC2=O)cc1 | 0.8% |
| 46 | Cc1c(Cl)cccc1N1C(=O)CC(Sc2ccccc2N)C1=O (stereo not drawn) | 0.2% |
| 47 | CC1(C)CC(=O)C=C(c2ccc(-c3ccc4[nH]ccc4c3)cc2)C1=O | 3.8% |
| 48 | CN(C(=O)CSc1nnc(C(F)(F)F)n1C)c1c(N)n(Cc2ccccc2)c(=O)[nH]c1=O | i |
| 49 | Cc1ccc(OCCC(=O)OCC(=O)NCCNC(=O)COC(=O)CCOc2ccc(C)cc2)cc1 | 0.1% |
| 50 | CC1=C(C(=O)N(C)C)CC(CC(=O)NC2CCCC2)C(=O)N1Cc1ccccc1 (stereo not drawn) | 0.5% |
| 51 | COc1ccc(C=CC(=O)c2ccc(OCc3ccccc3)c(OC)c2)cc1OC | 5.2% |
| 52 | C[C@H]1CN([C@@H](C)CO)C(=O)CCCn2nncc2CO[C@H]1CN(C)S(=O)(=O)c1ccc(F)cc1 | i |
| 53 | NN=C1C(Cl)=C(Cl)C(Cl)=C1Cl | 0.3% |
| 54 | C[C@@H]1CN([C@H](C)CO)C(=O)c2c(c3ccccc3n2C)-c2ccccc2CO[C@H]1CN(C)C(=O)NC1CCCCC1 | 0.2% |
| 55 | Cc1cccc(-c2nnc(C(C)Nc3cccc(C(=O)NC4CC4)c3)o2)c1 (stereo not drawn) | 0.8% |
| 56 | Cn1cccc([N+](=O)[O-])c1=O | i |

Next part:
| no. | SMILES | inhibitors of VEEV |
| --- | --- | --- |
| 57 | CC[C@@H](NCCCn1ccc(NC(=O)OCc2ccccc2)nc1=O)c1ccccc1 | i |
| 58 | O=C(COC(=O)c1cc(S(=O)(=O)N2CCOCC2)ccc1Cl)c1ccc[nH]1 | i |
| 59 | Cc1ccc([C@H]2N[C@]3(CCCN(Cc4ccc(Br)cc4)C3=O)[C@H]3C(=O)N(C)C(=O)[C@@H]23)cc1 | 1.3% |
| 60 | CC1=C(C(=O)N2CCOCC2)CC(CC(=O)NCCCN(C)C)C(=O)N1CCC1=CCCCC1 (stereo not drawn) | i |
| 61 | CCCCCCn1c(=O)n2n(c1=O)[C@@H]1CN(S(=O)(=O)c3ccc(C)cc3)C[C@]1(O)[C@@H](OC(=O)NCc1ccccc1)C2 | 6.7% |
| 62 | COc1cccc(C#CC2=CC(=O)CC(C)(C)C2)c1 | 10% |
| 63 | CC(=O)Nc1ccc(C=Cc2ccc([N+](=O)[O-])cc2)cc1 | 0.1% |
| 64 | O=C(OCc1ccccc1)N1CCC2CC1c1ccc(-c3ccc4c(c3)OCO4)cc12 (stereo not drawn) | i |
| 65 | Cc1ccc2cccc([N+](=O)[O-])c2n1 | 1.3% |
| 66 | Cc1cc(C)n2nc(-c3ccc(F)cc3)cc2n1 | 2.1% |
| 67 | COc1ccc(-c2ccc3c(c2)O[C@H](CN(C)C(=O)Nc2ccccc2F)[C@@H](C)CN([C@H](C)CO)S3(=O)=O)cc1 | 5.9% |
| 68 | O=C(c1cnc(Cl)c(Cl)c1)N1CCN(S(=O)(=O)c2cccs2)CC1 | 2.4% |
| 69 | COc1ccc(-c2ccc3[nH]c4c(c3c2)CCN2C(=O)[C@@H]([C@H](C)O)[C@@H](N(C)C(=O)Nc3ccccc3)C[C@@H]42)cc1 | u |
| 70 | CC(C)CNC(=S)N1CCC(C(=O)c2ccc(Cl)cc2)CC1 | i |
| 71 | COc1ccccc1OCC(=O)NCC1CCCN(C(=O)c2cccc(C)c2)C1 (stereo not drawn) | 1.4% |
| 72 | O=C(CSc1nccn1Cc1ccc(F)cc1)NC1CCCCC1 | 2.1% |
